High-throughput results deposited in PubChem by several laboratories.
Myeloid diff MLP – promotes myeloid progenitor differentiation. calls only at 10 µM. actives 1% (n = 360,000). AID 624256. ER-HoxA9 myeloid progenitors, lysozyme-GFP differentiation, flow cytometry;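 active = normalized GFP-positive differentiation at or above the plate's own cutoff, the solvent-only control mean plus 3 SD; inconclusive = no clear call, values can overlap the other calls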;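 also: cells exposed to compound for four days before flow analysis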
Dynein transport – blocks dynein driven cargo transport along microtubules | 3617.4 mouse cells, GR-EGFP nuclear translocation imaging; test concentration mostly 20 µM; stimulated with dexamethasone, 1 µM; stronger effect = lower value | actives 0.47% (n = 220,000) | z-score, hits read low;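 active = plate z-score of nuclear minus cytoplasmic receptor signal below a set negative limit, without overly bright fluorescence or cell loss, cut at about -3.5 in these data, passing the limit was not always enough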;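 also: z-score of nuclear minus cytoplasmic ring GR-EGFP intensity difference per well; some compounds called inactive have numbers as strong as hits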
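medium = tetracycline-free induction medium containing charcoal-stripped FBS | probe or stimulus = dexamethasone, 1.0 µM final | timing = 48 h induction, then 1 h compound, then 30 min agonist, 37 °C | detection = automated 10x imaging of fixed Hoechst-stained cells | read-out basis = nuclear versus cytoplasmic GR-EGFP signal, averaged per well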
MT stabilize HCS – microtubule stabilization, imaging screen. HeLa tubulin immunostaining HCS, 24 h; share of cells brighter than vehicle mean+2SD. % tubulin-high responders, % at 10 µM. actives 0.83% (n = 200,000). AID 2205;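 active = plate Z-score above 3 for both tubulin-high and condensed-nucleus cell shares, with cell loss under 80%, at 10 µM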;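 also: anti alpha tubulin signal scored within the nucleus-defined area of each cell; some results filed as inactive read as strong as hits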
T cell HTS – T cell immune modulators affecting CD8 T cell-vesicle binding; 2C CD8+ T cell-vesicle binding, flow cytometry; stronger effect = lower value; calls only at 7 µM; actives 0.068% (n = 330,000); AID 2052;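 active = response, share of CD8 T cells binding vesicles, and their 90th percentile fluorescence all below set limits, cut at about 80% in these data, passing the limit was not always enough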
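Incubation: binding step 1.5 h, 37 °C, antibody labelling 20 min, ice; system: murine 2C transgenic CD8+ T lymphocytes; technique: cytometric PE anti-B7-1 and Alexa647 anti-CD8 signals after 1% paraformaldehyde fixation; also added: QL9-charged Drosophila Ld/ICAM-1/B7-1 vesicles; control set: naked versus QL9-loaded vesicles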
Dynein transport cytoplasmic EGFP – recorded beside Dynein transport, whose call it bears; z-score; measured here: cytoplasmic GR-EGFP intensity; stronger effect = higher value
Dynein transport nuclear GR-EGFP – recorded beside Dynein transport, whose call it bears; z-score; measured here: nuclear GR-EGFP intensity;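 lower value marks the stronger effect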
Dynein transport cell count – recorded beside Dynein transport, whose call it bears; z-score; measured here: cell count per field
T cell HTS vesicle-bound % – further read-out of T cell HTS, marked with its call; double positive events, %; measured here: CD8+ vesicle-bound cell fraction;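 binding gate set so that unloaded-vesicle control wells show 10% double positive cells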
MT stabilize HCS Hoechst-high % – also measured in MT stabilize HCS; calls as there; % Hoechst-high responders; measured here: nuclear condensation Hoechst responders;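 share of cells brighter than vehicle mean plus two SD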
MT stabilize HCS cytotoxicity % – second read-out of MT stabilize HCS, no call of its own (marks repeat the call); toxicity, %; measured here: cytotoxicity by cell density;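 0% = mean cell density of plate MIN control wells and 100% = no cells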
Myeloid diff MLP GFP+ MAC1+ % – second read-out of Myeloid diff MLP, no call of its own (marks repeat the call); GFP+ MAC1+ double positive, %; measured here: differentiation confirmed by MAC1 staining
Active calls of the source: *; i = inactive; u = inconclusive; x = not tested or not shown. A portion of the library. The share of hits here may be higher or lower than overall.

SMILES | Myeloid diff MLP | Myeloid diff MLP GFP+ MAC1+ % | Dynein transport | MT stabilize HCS | T cell HTS | others
Cn1c(=O)c2c(nc(CN3CCN(c4ccccc4)CC3)n2CCCc2ccccc2)n(C)c1=O | x | x | 0.42 | 2.8 | i | Dynein transport cytoplasmic EGFP=-0.24;Dynein transport nuclear GR-EGFP=0.098;Dynein transport cell count=1.2;T cell HTS vesicle-bound %=32;MT stabilize HCS Hoechst-high %=1.9;MT stabilize HCS cytotoxicity %=4.8
Fc1ccc2nncc(SCc3ccccc3Cl)c2c1 | i | 1.8 | x | x | x
C[C@H](CO)N1C[C@H](C)[C@@H](CN(C)S(=O)(=O)c2ccccc2F)Oc2ncc(C#Cc3cccnc3)cc2C1=O | i | 0.4 | x | x | x
CN1CCCC1=Nc1ccccc1 | i | 0.7 | x | x | x
O=C(CNc1cccc(S(=O)(=O)N2CCCCC2)c1)Nc1ccc(C(F)(F)F)cc1 | i | 0.8 | x | x | x
Cc1ccccc1-c1csc(N)n1 | i | 0.3 | x | x | x
CCN(CC(=O)Nc1cc(Cl)ccc1C)C(=O)CSCc1ccccc1 | i | 0.6 | x | x | x
O=C(c1ccccc1Cl)N1CCN(C(=O)C2CCCO2)CC1 (centres undefined) | i | 1.7 | x | x | x
CC1CC(C)CN(S(=O)(=O)c2ccc(NC(=O)CN3CCCCCC3)cc2)C1 (centres undefined) | i | 1.1 | x | x | x
C/C=C/c1cccc(-c2nc(C(=O)N3CCOCC3)cc3c2[C@@H](CCO)N(C(=O)NC(C)C)C3)c1 | i | 0.7 | x | x | x
O=c1[nH]c2ccc(Br)cc2c(=O)o1 | i | 0.5 | x | x | x
CCCCCCNC(=O)O[C@]12C[C@@H](C(=O)OC)[C@@H](C(=O)OC)C[C@@]1(O)CN(S(=O)(=O)c1ccc(C)cc1)C2 | i | 0.6 | x | x | x
Cc1noc(NS(=O)(=O)c2ccc(NS(=O)(=O)c3ccc(C(C)(C)C)cc3)cc2)c1C | i | 1.7 | x | x | x
CC12CCC(=O)C=C1CCC1C2C(O)CC2(C)C1CCC2(O)C(=O)COC(=O)CCC1CCCC1 (centres undefined) | i | 16 | x | x | x
COC(=O)[C@]12CCCCC=C1N(CCC1=CCCCC1)C(=O)[C@H](CC(=O)N1CCN(C(=O)c3ccco3)CC1)C2 | i | 0.7 | x | x | x
COc1ccc(C2/C=C\CC(OCc3ccccc3)CC(=O)N2Cc2cccc(F)c2)cc1 (centres undefined) | i | 2.4 | x | x | x
CC(C)C[C@@H](CN1CCCC1CN1C(=S)NC[C@@H]1Cc1ccc(O)cc1)N1C[C@H](Cc2ccc(O)cc2)N(CC2CCCCCC2)C1=S (some centres undefined) | i | 2.0 | x | x | x
CCn1c(=O)c(C(=O)CN(C)CC(=O)Nc2ccccc2Br)c(N)n(Cc2ccccc2)c1=O | i | 0.3 | x | x | x
CCn1cc(/C=C(\NC(=O)c2ccccc2)C(=O)NCCN2CCOCC2)c2ccccc21 | i | 1.8 | x | x | x
Cc1ccc2ccc(C#N)cc2c1O | i | 2.5 | x | x | x
Cc1ccccc1C(=O)N1CCC(C(=O)Nc2ccc(S(=O)(=O)N3C(C)CCCC3C)cc2)CC1 (centres undefined) | i | 2.6 | x | x | x
CCN(CC)C(=O)[C@H]1C[C@H](CC(=O)NCc2ccc(OC)c(OC)c2)C(=O)N2CCc3c([nH]c4cc(-c5ccco5)ccc34)[C@]12C | i | 1.7 | x | x | x
O=C(NC(=S)Nc1ccc([N+](=O)[O-])cc1)c1ccco1 | i | 0.7 | x | x | x
C[C@@H]1CN([C@@H](C)CO)C(=O)c2cc(Br)cnc2O[C@@H]1CN(C)C(=O)C1CCCCC1 | i | 0.2 | x | x | x
O=[N+]([O-])c1ccc(NN=Cc2ccccc2O)nc1 | u | x | x | x | x

Overlap with the part before: two compounds, then new ones.
SMILES | Myeloid diff MLP | Myeloid diff MLP GFP+ MAC1+ % | Dynein transport | MT stabilize HCS | T cell HTS | others
C[C@@H]1CN([C@@H](C)CO)C(=O)c2cc(Br)cnc2O[C@@H]1CN(C)C(=O)C1CCCCC1 | i | 0.2 | x | x | x
O=[N+]([O-])c1ccc(NN=Cc2ccccc2O)nc1 | u | x | x | x | x
COc1ccc(CN(C)C[C@H]2OCCCC[C@@H](C)Oc3ccc(NC(=O)c4ccccc4)cc3C(=O)N([C@H](C)CO)C[C@@H]2C)cc1 | i | 0.8 | x | x | x
O=C(Cc1cccc(NC(=O)C2CCN(C(=O)C3CC3)CC2)c1)Nc1cccc(C(=O)N2CCCCC2)c1 | i | 0.5 | x | x | x
CCCS(=O)(=O)NC(=O)C1(C)CCN(C(=O)c2ccccc2F)C1 (centres undefined) | i | 1.2 | x | x | x
CCOC(=O)C1CCCN(C(=O)c2cccs2)CC1 (centres undefined) | i | 0.4 | x | x | x
Nc1ncnc2c1ncn2[C@@H]1O[C@H](C(=O)Nc2ccc(Oc3ccccc3)nc2)[C@@H](O)[C@H]1O | i | 2.0 | x | x | x
COc1cc(CNC(=O)OC2CC3CC2[C@H]2CCCCN2C3=O)cc(OC)c1 (some centres undefined) | i | 0.7 | x | x | x
COC(=O)C[C@@H]1CC[C@H](NC(=O)c2ccccc2)[C@@H](CO)O1 | i | 2.3 | x | x | x
Cc1nc2ccc(C(=O)Nc3cccc(NS(C)(=O)=O)c3)cn2c1N(C)C(=O)CCc1ccccc1 | i | 0.9 | x | x | x
Cc1cc2c(cc1C)N(C(=O)CCl)CC(=O)N2 | i | 1.7 | x | x | x
Cc1ccc(CCN2CC(C(=O)NC3CCC(C)CC3)CC2=O)cc1 (centres undefined) | i | 0.6 | x | x | x
Cc1cc(Br)c2c(c1)[C@](O)(c1cn(C)c3ccccc13)C(=O)N2C | i | 1.6 | x | x | x
Nc1c(Cl)ncnc1Nc1ccc(C(=O)O)cc1 | i | 1.6 | x | x | x
O=C(Cn1cnc2c(NCc3ccccc3)ncnc21)NCc1ccccn1 | i | 0.2 | x | x | x
CCCCCCCCN1C(=O)[C@H](CC(=O)N2CCCC2)C[C@@]2(C(=O)OC)CCCCC=C12 | u | x | x | x | x
CC(C)C[C@@H](CNCC(=O)[C@H](CC(=O)O)NC(=O)c1[nH]cnc1C(=O)N[C@H](CN)CC(C)C)NC(=O)c1nc[nH]c1C(=O)N[C@@H](C)C(=O)O | i | 0.9 | x | x | x
O=C(C[C@@H]1C[C@@H]2c3cc(NS(=O)(=O)c4ccc(F)cc4)ccc3O[C@@H]2[C@@H](CO)O1)NC1CCCCC1 | i | 1.6 | x | x | x
O=C(COc1ccc(Cl)cc1)N1CCN(S(=O)(=O)c2cc(F)ccc2F)CC1 | i | 0.6 | x | x | x
CC1COCC(C)N1C1=C(Cl)C(=O)c2ccccc2C1=O (centres undefined) | u | x | x | x | x
CCNC(=O)C1(C)CCCN(Cc2ccccc2-c2ccccc2)C1 (centres undefined) | i | 1.6 | x | x | x
CCOc1ccc(Cl)cc1-c1cc(C(=O)NC2CCCCC2)[nH]n1 | i | 1.5 | x | x | x
CC1(C(=O)NCc2ccc(Cl)cc2)CCN1C(=O)c1cccc(F)c1 (centres undefined) | i | 0.8 | x | x | x
C[C@@H]1CN([C@H](C)CO)C(=O)CCCn2nncc2CO[C@H]1CN(C)C | i | 1.2 | x | x | x
CC(C)(C)NC(=O)C1c2ccccc2OCC(=O)N1Cc1ccccn1 (centres undefined) | i | 1.5 | x | x | x
O=c1[nH]c2cc(Cl)c(Cl)cc2o1 | i | 1.0 | x | x | x
Cc1ccc(S(=O)(=O)NC(=O)C2(C)CCN2C(=O)C2(c3ccc(Cl)cc3)CCC2)nc1 (centres undefined) | i | 0.8 | x | x | x

Structures from the list above that have a tert-butyl group:
SMILES | Myeloid diff MLP | Myeloid diff MLP GFP+ MAC1+ % | Dynein transport | MT stabilize HCS | T cell HTS | others
Cc1noc(NS(=O)(=O)c2ccc(NS(=O)(=O)c3ccc(C(C)(C)C)cc3)cc2)c1C | i | 1.7 | x | x | x
CC(C)(C)NC(=O)C1c2ccccc2OCC(=O)N1Cc1ccccn1 (centres undefined) | i | 1.5 | x | x | x

(more compounds)
SMILES | Myeloid diff MLP | Myeloid diff MLP GFP+ MAC1+ % | Dynein transport | MT stabilize HCS | T cell HTS | others
N#CCCN(Cc1ccccc1)C(C(=O)NC1CCCCC1)c1cc2ccccc2o1 (centres undefined) | i | 1.3 | x | x | x
O=C(Cc1ccc([N+](=O)[O-])cc1)NCCS(=O)(=O)N1CCN(c2ccccc2)CC1 | i | 1.8 | x | x | x
C=CCOC(=O)C1=C[C@H](c2ccc(Br)cc2)C[C@H](OCc2ccc(CO)cc2)O1 | i | 2.2 | x | x | x
CN(C)C1CN(Cc2cn(Cc3cccc(C(F)(F)F)c3)nn2)S(=O)(=O)C1 (centres undefined) | i | 0.6 | x | x | x
Cc1ccc(NC(=O)c2ncn(CC(=O)NCc3ccccc3)n2)cc1C | i | 0.8 | x | x | x
O=C(Nc1ccccn1)C1CCN(S(=O)(=O)c2ccc3ccccc3c2)CC1 | i | 1.3 | x | x | x
Cc1c(C(=O)NC2CC(C)(C)NC(C)(C)C2)oc2c(Cl)cccc12 | i | 0.4 | x | x | x
COC(=O)c1ccc2nc(-c3ccccc3)c(Cc3ccc(C)cc3)n2c1 | i | 0.8 | x | x | x
C[C@H]1[C@@H](Cc2cc(Cl)cc(Cl)c2)N(c2ccccc2)c2ccccc2CN1Cc1ccccc1 | i | 2.2 | x | x | x
N#Cc1cccc(NC(=O)c2cc(C3CCCCN3C(=O)c3cccs3)on2)c1 (centres undefined) | i | 1.4 | x | x | x
CCCCn1nnnc1C(c1cc2ccccc2o1)N1CCN(c2ccncc2)CC1 (centres undefined) | i | 1.1 | x | x | x

Sorted by molecular weight (highest first): part of the list above.
SMILES | Myeloid diff MLP | Myeloid diff MLP GFP+ MAC1+ % | Dynein transport | MT stabilize HCS | T cell HTS | others
C[C@H]1[C@@H](Cc2cc(Cl)cc(Cl)c2)N(c2ccccc2)c2ccccc2CN1Cc1ccccc1 | i | 2.2 | x | x | x
CCCCn1nnnc1C(c1cc2ccccc2o1)N1CCN(c2ccncc2)CC1 (centres undefined) | i | 1.1 | x | x | x
N#CCCN(Cc1ccccc1)C(C(=O)NC1CCCCC1)c1cc2ccccc2o1 (centres undefined) | i | 1.3 | x | x | x
N#Cc1cccc(NC(=O)c2cc(C3CCCCN3C(=O)c3cccs3)on2)c1 (centres undefined) | i | 1.4 | x | x | x
CN(C)C1CN(Cc2cn(Cc3cccc(C(F)(F)F)c3)nn2)S(=O)(=O)C1 (centres undefined) | i | 0.6 | x | x | x
